# High-throughput results from PubChem BioAssay.
# D3 antag: qHTS of D3 Dopamine Receptor Antagonist: qHTS; D(3) dopamine receptor (Homo sapiens), P35462; D3R cells, DiscoveRx beta-arrestin luminescence, antagonist mode; active compounds read low; max response, negative = inhibition, %; 360,000 tested, 2.5% active; in the data active means max response below about -50%; inconclusive means no clear call, values can overlap the other calls; further: on the % scale 0 is the no-effect control and ±100 the full control effect; mostly tested at two doses, the higher about 12 µM
# Target sequence (P35462 whole entry, looked up): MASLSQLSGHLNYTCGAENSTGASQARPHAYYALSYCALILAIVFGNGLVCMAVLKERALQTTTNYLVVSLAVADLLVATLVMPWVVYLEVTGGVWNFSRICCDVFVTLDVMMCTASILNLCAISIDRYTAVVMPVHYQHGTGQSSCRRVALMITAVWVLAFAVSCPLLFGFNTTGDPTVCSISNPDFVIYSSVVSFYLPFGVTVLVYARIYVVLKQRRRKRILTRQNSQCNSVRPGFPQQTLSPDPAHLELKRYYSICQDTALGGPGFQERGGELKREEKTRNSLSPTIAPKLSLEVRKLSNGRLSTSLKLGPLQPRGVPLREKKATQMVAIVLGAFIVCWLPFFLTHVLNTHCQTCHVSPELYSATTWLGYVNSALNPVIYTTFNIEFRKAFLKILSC
#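 Cells expressing the human receptor were seeded at 1500 cells/well, incubated overnight at 37 degrees C in 5% CO2, then exposed to library compounds with dopamine controls for 90 minutes at 37 degrees C before luminescent detection.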
# pAkt inh: HTS Assay for Inhibitors of Akt Phophorylation: Primary Screen; Neuro2A IGF-stimulated pAkt S473 HTRF, 20 min; active compounds read low; activity change, % for hits at 50 µM; 360,000 tested, 0.32% active; in the data active means activity change below about -80%; inconclusive means mostly about -51% to -80%; further: on the % scale 0 is the no-effect control and ±100 the full control effect
#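 Neuro2A cells in DMEM with 0.5% FBS, overnight at 37 deg C, given compound at single 50 µM final, then IGF (6 nM final) for 20 min at 37 deg C. Lysed; phospho-Akt Ser473 by HTRF after 24 h, 665/615 ratio.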
# Mm-Cpn inhibitor: Inhibitors of TCP-1 ring complex (TRiC) of Methanococcus maripaludis (MmCpn): qHTS; purified Mm-Cpn ATPase, ADP Transcreener TR-FRET; Potency, µM (titrated, usually from 76.9 µM), without a hit: at the top dose activity, negative = inhibition, usual class: inhibitors; 330,000 tested, 0.031% active; further: potency means the concentration at half of the fitted maximal effect; on the % scale 0 is the no-effect control and ±100 the full control effect; nearly all actives have a fitted effect of over 80% in size
#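 TR-FRET (320 nm excitation; 590 and 665 nm emission) reports ADP made from 10 uM ATP by 25 nM enzyme; compounds were preincubated 10 min, reaction run 30 min, both at 37°C.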
# PTHR1 ag: qHTS for PTHR1 Agonists: Primary Screen; AID 743266, 2014; Potency, µM (highest dose often 115 µM), for inactives: at the top dose activation, hits mostly activators; HEK293 GP2 PTHR1 cells, GloSensor cAMP luminescence, 1 h; Parathyroid hormone/parathyroid hormone-related peptide receptor (Homo sapiens), Q03431; 410,000 tested, 0.075% active; further: potency means the concentration at half of the fitted maximal effect; nearly all actives have a fitted effect of over 55% in size; some results filed as inactive show a strong effect at the top dose; inactives centre near -15; many of its hits are not listed in these tables
# Target sequence (Q03431 whole entry, looked up): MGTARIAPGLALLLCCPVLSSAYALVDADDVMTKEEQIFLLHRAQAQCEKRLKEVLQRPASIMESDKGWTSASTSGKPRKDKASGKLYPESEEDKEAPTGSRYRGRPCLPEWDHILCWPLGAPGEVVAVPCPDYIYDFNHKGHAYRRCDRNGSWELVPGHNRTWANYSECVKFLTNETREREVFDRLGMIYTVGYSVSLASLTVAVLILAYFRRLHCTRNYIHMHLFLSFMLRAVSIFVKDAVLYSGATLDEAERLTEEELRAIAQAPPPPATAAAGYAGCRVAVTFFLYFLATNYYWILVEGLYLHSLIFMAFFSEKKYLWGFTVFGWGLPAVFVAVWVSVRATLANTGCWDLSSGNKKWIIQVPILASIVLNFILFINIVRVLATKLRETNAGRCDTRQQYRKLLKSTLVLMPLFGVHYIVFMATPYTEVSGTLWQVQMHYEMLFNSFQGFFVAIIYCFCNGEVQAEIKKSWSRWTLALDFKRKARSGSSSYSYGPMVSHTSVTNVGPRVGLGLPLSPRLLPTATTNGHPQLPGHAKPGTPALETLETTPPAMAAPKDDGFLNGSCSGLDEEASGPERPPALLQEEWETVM
#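 HEK-293-derived GP2 cells expressing PTHR1 and a GloSensor cAMP reporter, 3,000/well, plated overnight, given luciferin plus IBMX (each 0.5 mM as added) for 1 h at 37 °C, then compound for 1 h at 37 °C. Luminescence was read after 15 min at room temperature.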
# DRD3 agonist: qHTS of D3 Dopamine Receptor Agonist: qHTS; max activation, %; D3R DiscoveRx beta-arrestin cells, luminescence, 90 min; 410,000 tested, 0.58% active; D(3) dopamine receptor (Homo sapiens), P35462; AID 652048, 2013; in the data active means max activation above about 30%; further: 0% is about no effect; mostly tested at two doses, the higher about 12 µM
#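 Agonist mode: compounds and dopamine controls were applied to plated cells for 90 min at 37 degrees C after an overnight attachment at 1500 cells/well. Luminescent read-out followed 30 - 60 minutes at room temperature with DiscoveRx detection reagent.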
# EPAC2 antag: qHTS for Antagonist of cAMP-regulated guanine nucleotide exchange factor 2 (EPAC2): primary screen; Potency, µM (titrated, usually from 114 µM), for inactives: at the highest dose activity, negative = inhibition, hits mostly inhibitors; Rap guanine nucleotide exchange factor 4 (Homo sapiens), Q8WZA2; AID 720708, 2013; EPAC2 GEF exchange of Rap1B-BODIPY-GDP, fluorescence; 360,000 tested, 0.18% active; further: potency means the concentration at half of the fitted maximal effect; on the % scale 0 is the no-effect control and ±100 the full control effect; nearly all actives have a fitted effect of over 45% in size; many of its hits are not listed in these tables
# CCT chaperon mod: High-Throughput Screening for Modulators of Cytosolic Chaperonin Activity; purified chaperonin ATPase assay, HTRF ADP detection, 30 min; activity change, % (test concentration not listed), hits read low; 360,000 tested, 0.3% active; in the data active means activity change below about -30%; further: on the % scale 0 is the no-effect control and ±100 the full control effect
#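 First, chaperonin was dispensed at 40 nM or 20 nM final depending on batch activity. Next, compounds were pinned at 76 uM and ATP added at 10 uM. After 30 min at 37 °C, ADP detection reagents ran 30 min at ambient temperature.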
# EPAC2 agonist: qHTS for Agonist of cAMP-regulated guanine nucleotide exchange factor 4 (EPAC2): primary screen; Rap guanine nucleotide exchange factor 4 (Homo sapiens), Q8WZA2; EPAC2 activation, biochemical qHTS; response scale: 100% = 6.5 mM cAMP response; Potency, µM (highest dose often 154 µM), inactives show top-dose activation, most hits filed as activators; 360,000 tested, 0.079% active; AID 720711, 2013; further: potency means the concentration at half of the fitted maximal effect; nearly all actives have a fitted effect of over 50% in size
#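 Compounds were titrated in qHTS against a Rap1B-BODIPY-GDP (250 nM) complex with EPAC2 (100 nM) and GDP (50 uM). BODIPY-GDP release tracked at 480/540 nm over 30 min at room temperature, normalized to 6.5 mM cAMP.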
# The depositor's hits bear a star; i = inactive; ? = inconclusive; · = no result given; & = joins results of further samples; [ ] = remark or other dose. Unless noted, the call rests on the fitted dose curve; in most records, active means well fitted curve in the direction sought with a large enough effect; inconclusive means small, poorly fitted or top-dose-only effect, or another doubt; inactive means no such curve, though single readings can be large; an effect the other way counts as inactive or inconclusive.
# The opening two compounds, to show the layout:
SMILES,D3 antag,pAkt inh,Mm-Cpn inhibitor,PTHR1 ag,DRD3 agonist,EPAC2 antag,CCT chaperon mod,EPAC2 agonist
O=[N+]([O-])c1ccc(Cc2cncc(O)c2)cc1,15.0,i,2.7%,-24.0%,-2.4,1.3%,-0.9,5.0%
COc1cc2c(c(OC)c1OC)-c1ccc(NCc3ccccc3)c(=O)cc1C(NC(C)=O)CC2 (stereo not given),-9.2,i,·,-11.3%,-2.1,-0.5%,-1.4,14.8%

# This part in full, from the first entry:
SMILES,D3 antag,pAkt inh,Mm-Cpn inhibitor,PTHR1 ag,DRD3 agonist,EPAC2 antag,CCT chaperon mod,EPAC2 agonist
O=[N+]([O-])c1ccc(Cc2cncc(O)c2)cc1,15.0,i,2.7%,-24.0%,-2.4,1.3%,-0.9,5.0%
COc1cc2c(c(OC)c1OC)-c1ccc(NCc3ccccc3)c(=O)cc1C(NC(C)=O)CC2 (stereo not given),-9.2,i,·,-11.3%,-2.1,-0.5%,-1.4,14.8%
CC(=O)Nc1ccc(NC2CCCCC2NS(=O)(=O)c2ccccc2)cc1 (stereo not given),3.3,i,-0.9%,-13.8%,0.0,6.4%,-2.5,0.9%
CCC1(CC)Cc2ccccc2-c2nc(NCCO)[nH]c(=O)c21,-6.4,i,-2.5%,-12.5%[57.5 µM],-6.6,-1.4%,2.2,-6.1%
N#C/C(=C\c1ccc(C(=O)O)cc1)c1nc2sc3c(c2c(=O)[nH]1)CCCC3,-10.9,i,-2.1%,5.5%,2.4,157.6%[activator],-1.3,56.2µM*
N#Cc1cnn(-c2ccc(F)cc2)c1N,-0.8,i,-3.1%,i,-3.7,0.1%,-2.3,9.0%
CCN1CCN(C(=O)N(c2ccccc2)c2ccccc2)CC1,5.3,i,0.6%,8.4%,-19.1,3.5%,-4.8,4.7%
CN1[C@@H](CC(=O)c2ccccc2)CCC[C@H]1C[C@H](O)c1ccccc1,-74.8*,i,-0.4%[15.4 µM],i,-91.0&-21.1,1.9%,-2.2,10.2%
Cc1cc(-c2csc(NC(=O)c3cccc(S(=O)(=O)N(C)C)c3)n2)c(C)n1-c1ccccc1,-7.2,i,?,-0.2%,2.6,4.7%,-3.5,-0.8%
Cc1nc2ccccc2c2oc(C(=O)NCCCN3CC(C)CC(C)C3)cc12 (stereo not given),-65.3*,i,-3.2%,-21.0%,-16.6,-2.8%,-2.3,6.8%
O=C(c1cccc(S(=O)(=O)NCc2ccccc2)c1)N1CCCC1,0.9,i,1.0%,i,2.7,0.8%,-2.5,0.5%
Cc1cc(Nc2ccc(Cl)cc2)nc(N2CCOCC2)n1,-6.3,i,0.5%,i,-7.6,-13.4%,-1.4,-3.0%
O=C(O)CN1C(=O)CSC1=S,2.2,i,-2.6%,i,8.1,-1.2%,0.5,13.7%
O=C1CC(c2ccccc2)CC(O)=C1C=NCc1ccccc1 (stereo not given),-13.7,i,-1.2%,0.2%[57.5 µM],-11.1,-0.5%,0.2,-2.6%
CC(C)c1ccc(C(C(=O)NC2CCCCC2)N(C(=O)c2ccccn2)c2cccnc2)cc1 (stereo not given),-3.7,i,1.2%,-0.9%,-5.4,-3.9%,0.5,-6.0%
Cc1ccc(S(=O)(=O)C(C)C(=O)NCCS(=O)(=O)c2ccc(Cl)cc2)cc1 (stereo not given),-5.5,i,1.6%,i,-1.3,-2.7%,-2.8,7.0%
Cn1ccc(=Nc2ccc(NC(=O)c3ccc(N=c4ccn(C)c5ccc([N+](=O)[O-])cc45)cc3)cc2)cc1,?,i,-9.7%,i,-17.9,22.4µM*,-7.4,?
Cc1ccc(Cl)cc1NC(=O)CCC(=O)NCc1ccco1,-1.7,i,-3.5%,i,-2.0,1.4%,-1.2,17.7%
COc1ccc(-c2nc(-c3cccc(C(F)(F)F)c3)no2)cc1OC,7.1,i,0.1%,23.9%,-1.7,-27.0%,-2.3,6.4%
CN(c1cccc(NC(=O)CN(c2cccc(Cl)c2)S(=O)(=O)c2ccc(Cl)cc2)c1)S(C)(=O)=O,-12.4,i,3.2%,-22.2%,-5.8,-7.3%,-2.1,22.8%
O=C(COC(=O)c1cc(Cl)cc(Cl)c1)NCCN1C(=O)CSC1=O,0.0,i,2.6%,-20.7%,-6.2,8.8%,-1.0,7.6%
CC(=O)Nc1ccc(S(=O)(=O)NCCC(=O)OCC(=O)c2ccc(F)c(F)c2)cc1,-13.5,i,0.2%,23.8%,-3.6,-2.1%,0.5,16.6%
COc1ccc(OC)c(NC(=O)CCNS(=O)(=O)c2ccc3[nH]c(=O)oc3c2)c1,1.8,i,1.3%,i,5.1,3.9%,-1.9,6.1%
O=C(COC(=O)c1n[nH]c(=O)c2ccccc12)c1ccc(Br)cc1,3.9,i,1.9%,i,3.7,7.4%,-1.3,1.9%

# Part of the list above in order of number of heavy atoms, lowest first:
SMILES,D3 antag,pAkt inh,Mm-Cpn inhibitor,PTHR1 ag,DRD3 agonist,EPAC2 antag,CCT chaperon mod,EPAC2 agonist
O=C1CC(c2ccccc2)CC(O)=C1C=NCc1ccccc1 (stereo not given),-13.7,i,-1.2%,0.2%[57.5 µM],-11.1,-0.5%,0.2,-2.6%
O=C(COC(=O)c1n[nH]c(=O)c2ccccc12)c1ccc(Br)cc1,3.9,i,1.9%,i,3.7,7.4%,-1.3,1.9%
Cc1ccc(S(=O)(=O)C(C)C(=O)NCCS(=O)(=O)c2ccc(Cl)cc2)cc1 (stereo not given),-5.5,i,1.6%,i,-1.3,-2.7%,-2.8,7.0%
COc1ccc(OC)c(NC(=O)CCNS(=O)(=O)c2ccc3[nH]c(=O)oc3c2)c1,1.8,i,1.3%,i,5.1,3.9%,-1.9,6.1%
Cn1ccc(=Nc2ccc(NC(=O)c3ccc(N=c4ccn(C)c5ccc([N+](=O)[O-])cc45)cc3)cc2)cc1,?,i,-9.7%,i,-17.9,22.4µM*,-7.4,?

# Further entries.
SMILES,D3 antag,pAkt inh,Mm-Cpn inhibitor,PTHR1 ag,DRD3 agonist,EPAC2 antag,CCT chaperon mod,EPAC2 agonist
CN(CC(=O)Nc1ccc(F)cc1)C(=O)Cn1cnc2ccc([N+](=O)[O-])cc2c1=O,11.0,i,-4.0%,i,1.5,-2.7%,2.1,2.8%
CCOc1ccc(CNC(=O)CCC(=O)N2Cc3ccccc3Oc3ncccc32)cc1,1.6,i,2.4%,1.8%,4.8&-9.3,-6.0%,-1.8,-2.0%
C=CC[C@H](CC(=O)NCCO)C(=O)N[C@@H](C)COC(=O)[C@@H](CC=C)CC(=O)OC(C)(C)C,0.0,i,-1.9%,-20.5%,20.1,14.2%,-0.9,-5.3%
Cn1cc(Br)cc2nc(C(F)(F)F)nc1-2,-15.7,i,0.8%,i,-8.8,6.0%,-3.3,1.4%
O=C(CSc1nc2ccccc2c(=O)n1-c1ccc(F)c(Cl)c1)Nc1ccc2c(c1)CCC2,?,i,·,-14.3%,-3.9,6.1%,-0.8,6.3%
COC(=O)C(/C=N/OCc1ccc([N+](=O)[O-])cc1)NC(=O)c1cccc(Cl)c1 (stereo not given),-8.8,i,-1.1%,-21.2%[57.5 µM],-11.0,-1.6%,1.3,16.8%
CCN(CC)P(=O)(C(NC(=O)OC)C(F)(F)C(F)(F)C(F)(F)C(F)F)N(CC)CC (stereo not given),3.0,i,-3.0%,-19.6%[57.5 µM],3.4,-5.5%,-6.0,-7.3%
COc1ccc(-c2noc(CSc3nc(N)c(-c4ccccc4)c(=O)[nH]3)n2)cc1OC,30.7,i,2.7%,i,4.2,0.4%,0.2,-3.3%
CC1CCN(C(=O)c2ccccc2NC(=O)c2cccs2)CC1,-10.8,i,-5.2%,i,-1.6,-4.1%,-8.6,-4.8%
O=C(NNc1nc2ccccc2s1)c1ccccc1F,29.7,i,-0.6%,-11.7%,-4.6,28.8%,-2.6,14.5%
CCOc1ccc2[nH]c(=O)c(C(c3nnnn3Cc3ccco3)N3CCCC(C)C3)cc2c1 (stereo not given),0.0,i,-2.8%,i,-4.0,-13.0%,4.5,-5.5%
Oc1c(C(c2ccccn2)N2CCOCC2)ccc2cccnc12 (stereo not given),-1.4,i,0.6%,-3.2%[57.5 µM],-10.5,13.5%,0.6,5.1%
Cc1ccc(S(=O)(=O)N(C)c2ccccc2C(=O)N2CCOCC2)cc1,-13.3,i,-2.8%,i,6.9,8.3%,-7.4,-3.3%
O=C(Cc1ccccc1)N/N=C/c1cccn1-c1ccc([N+](=O)[O-])cc1,-12.6,i,-1.7%,-23.5%,-4.0,-4.8%,-2.6,14.8%
C=CCOc1cccc(C2C(C(=O)c3ccc(C)o3)=C(O)C(=O)N2CCN2CCOCC2)c1 (stereo not given),0.3,i,·,21.4%,0.5,1.1%,1.6,-0.2%
CN(C(=O)c1ccc2c(c1)OCO2)C1(C(=O)NC2CCCC2)CCCCC1,9.3,i,-0.6%,-3.3%[57.5 µM],5.3,4.2%,-2.8,1.2%
CC1CC(C)(C)CC2(C1)NC(=O)N(CC(=O)NCCc1ccc3c(c1)OCCO3)C2=O (stereo not given),3.6,i,0.0%,i,2.7,-0.2%,-0.2,7.1%
NC(=O)C1CCN(C(=S)c2cccs2)CC1,?,i,1.0%,i,-2.1,5.5%,0.7,-0.5%
CC1=C(C)CC(C(=O)N2CCN(C/C=C/c3ccccc3)CC2)C(C(=O)O)C1 (stereo not given),-12.2,i,-1.7%,i,14.2,2.3%,0.3,6.8%

# The list is partial. The share of hits here may be higher or lower than overall.
